Source: PubChem (several laboratories)
ABHD5-PLIN5 inh: blocks binding of human ABHD5 to perilipin-5. Split G. princeps luciferase complementation, luminescence, 4 h. inhibition, % at 4 µM. 360,000 tested, 0.78% active. AID 602281;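 active = inhibition above the mean inhibition across every tested compound plus 3 SD, cut at about 22% in these data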;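 also: 0% = DMSO only wells and the 100% control is not disclosed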
Cardio protect: protects H9c2 cardiomyocytes from peroxide injury; protection from H2O2 cell death, % at 20 µM; H2O2 injury protection, ATPLite, 2 h; 360,000 tested, 0.63% active; AID 588492;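 active = compounds giving at least 50% protection of heart cells from peroxide-induced death in the single-dose screen, raw or plate-pattern-corrected value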;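 also: 0% = DMSO wells with peroxide and 100% = DMSO wells without peroxide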
TLR9-MyD88 block: blocks human TLR9 binding to MyD88; Q9NR96+Q99836; CHO BLA complementation TLR9-MyD88, CCF4 FRET ratio; inhibition, % at 4.98 µM; 340,000 tested, 0.21% active; AID 504734;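 active = inhibition above the mean over all tested compounds plus 3 SD, cut at about 21% in these data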;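 also: 0% = DMSO only wells and 100% = clavulanate BLA inhibitor control wells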
Target sequence (Q99836 whole entry, looked up): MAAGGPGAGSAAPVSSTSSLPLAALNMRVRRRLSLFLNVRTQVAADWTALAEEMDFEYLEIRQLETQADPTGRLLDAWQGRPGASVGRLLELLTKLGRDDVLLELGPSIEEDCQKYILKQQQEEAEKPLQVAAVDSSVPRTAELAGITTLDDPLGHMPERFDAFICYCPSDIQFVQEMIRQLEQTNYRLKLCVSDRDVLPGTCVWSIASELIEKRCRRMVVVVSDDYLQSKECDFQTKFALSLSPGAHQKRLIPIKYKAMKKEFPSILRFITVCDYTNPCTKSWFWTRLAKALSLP
Target sequence (Q9NR96 whole entry, looked up): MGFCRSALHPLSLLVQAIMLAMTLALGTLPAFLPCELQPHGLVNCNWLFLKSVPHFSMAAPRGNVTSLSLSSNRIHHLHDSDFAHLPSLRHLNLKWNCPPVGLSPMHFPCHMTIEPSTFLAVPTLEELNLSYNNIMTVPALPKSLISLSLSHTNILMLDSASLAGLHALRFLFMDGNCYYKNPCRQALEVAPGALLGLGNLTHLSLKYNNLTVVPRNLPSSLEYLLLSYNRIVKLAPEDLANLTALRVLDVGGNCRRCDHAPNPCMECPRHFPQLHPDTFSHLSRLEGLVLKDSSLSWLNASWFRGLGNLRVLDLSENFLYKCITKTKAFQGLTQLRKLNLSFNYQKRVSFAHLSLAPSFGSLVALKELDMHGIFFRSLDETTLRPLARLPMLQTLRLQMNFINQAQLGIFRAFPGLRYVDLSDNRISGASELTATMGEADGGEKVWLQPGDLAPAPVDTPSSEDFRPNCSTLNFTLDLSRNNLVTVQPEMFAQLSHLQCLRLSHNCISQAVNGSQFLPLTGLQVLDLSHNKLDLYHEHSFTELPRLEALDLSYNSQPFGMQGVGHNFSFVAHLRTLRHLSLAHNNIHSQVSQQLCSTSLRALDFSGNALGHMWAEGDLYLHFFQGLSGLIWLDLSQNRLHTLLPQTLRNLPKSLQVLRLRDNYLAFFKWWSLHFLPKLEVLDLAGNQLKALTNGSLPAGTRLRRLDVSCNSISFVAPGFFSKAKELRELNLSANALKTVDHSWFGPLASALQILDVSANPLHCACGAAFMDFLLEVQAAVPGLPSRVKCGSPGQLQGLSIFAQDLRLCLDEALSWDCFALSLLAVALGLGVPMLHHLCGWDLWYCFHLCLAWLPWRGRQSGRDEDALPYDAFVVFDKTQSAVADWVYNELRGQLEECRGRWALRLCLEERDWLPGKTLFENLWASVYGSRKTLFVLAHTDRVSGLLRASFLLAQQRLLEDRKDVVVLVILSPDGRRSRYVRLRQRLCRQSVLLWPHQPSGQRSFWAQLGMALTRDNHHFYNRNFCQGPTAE
MC4R ag barr: activates human MC4R beta-arrestin recruitment. P32245. U2OS MC4R beta-arrestin complementation, luminescence; percent of melanotan II response, DMSO zero. activation, % at 8.9 µM. 360,000 tested, 0.98% active;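 active = activation above a per-plate cutoff, the mean activation of sample wells on that plate plus 3 SD, cut at about 8% in these data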
NOD2 RIPK2 PPI: blocks binding of human NOD2 to RIPK2; inhibition, % at 4.98 µM; AID 624267; CHO BLA complementation NOD2-RIPK2, CCF4 ratio; 360,000 tested, 0.38% active; O43353; in the data active = inhibition above about 21%;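 also: 0% = vehicle only and 100% = reference blocker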
ABCB6 inh 2: inhibitors of human ABC transporter ABCB6 | Q9NP58 | K562-ABCB6 porphyrin accumulation, flow cytometry, 1 h; stronger effect = lower value | fluorescence ratio to DMSO, % at 10 µM | 360,000 tested, 0.19% active | AID 602162;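 active = fluorescence ratio to DMSO below 75%, the collection mean minus 3 SD; inconclusive = too few cells collected in the well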;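 also: signal is porphyrin accumulated inside mitochondria; 100% equals median channel fluorescence of DMSO control wells; lower ratio means ABCB6 inhibition with less porphyrin fluorescence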
MC4R antag cAMP: antagonists of human melanocortin 4 receptor (MC4R) | P32245 | MC4R-expressing cells, MTII-stimulated cAMP, LANCE TR-FRET | inhibition, % at 6.5 µM | 360,000 tested, 0.48% active | AID 540295;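 active = inhibition above its plate's cutoff, the mean of tested wells on that plate plus 3 SD, cut at about 29% in these data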;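 also: 0% = Melanotan II alone and 100% = Melanotan II plus saturating MCL0020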
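Assay system: U2OS-MC4R stable cell line; Also added: Melanotan II; Technique: Eu-cAMP/anti-cAMP TR-FRET, emission 671 nm; Times: 30-min compound, 1-h challenge, 1-h detection, room temperature.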
m5-HT2A agonist: activates the mouse 5-HT2A serotonin receptor. P35363. CHO-K1 mHTR2A beta-arrestin complementation, luminescence; percent of 30 µM serotonin response. activation, % at 7.6 µM. 360,000 tested, 0.66% active. AID 624169;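 active = activation above a run cutoff, the mean activation of all tested compounds plus 3 SD, cut at about 14% in these data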;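 also: 0% = plate median of compound wells and 100% = 30 µM serotonin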
SRC2 inh: human SRC2 (NCOA2) inhibition; HEK293 GAL4-SRC2 luciferase reporter, luminescence; 370,000 tested, 0.17% active; inhibition, % at 9 µM;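 active = inhibition above the mean inhibition of all tested compounds plus 3 SD, set per campaign, cut at about 52% in these data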;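 also: 0% = DMSO treated cells and 100% = cells given Gossypol at 36 µM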
N-glyco inh: N-linked glycosylation inhibition; reporter increase, % at 12.5 µM; 360,000 tested, 0.23% active; D54 ERlucT glycosylation luciferase reporter, 24 h; percent of 100 nM tunicamycin response;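 active = mean luciferase reporter signal, scaled so untreated is 0 and the glycosylation-blocking control 100, at or above a set limit in every replicate; inconclusive = mean reaches the limit but not every replicate does; inactive = mean below the limit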;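 also: luciferase carries N-glycosylation sites so blocking glycosylation raises the light; 0% = median of neutral control wells and 100% = median of 100 nM tunicamycin wells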
The depositor's hits bear a star; ? = inconclusive; / = no result given.

SMILES	ABHD5-PLIN5 inh	Cardio protect	TLR9-MyD88 block	MC4R ag barr	NOD2 RIPK2 PPI	ABCB6 inh 2	MC4R antag cAMP	m5-HT2A agonist	SRC2 inh	N-glyco inh
[N-]=[N+]=NC(c1ccccc1)c1nc2ccccc2[nH]c1=O (stereo not given)	-4.9	-10.9	0.6	0.0	-4.8	98.0	-8.1	8.3	5.2	2.0
Cc1noc(C)c1COC(=O)CCOc1ccccc1	0.4	5.6	6.1	-0.4	-7.5	91.0	-8.1	-4.2	-12.4	-0.5
CC1(C)CC(=O)C2=C(C1)OC(N)=C(C#N)C21CCN(Cc2ccccc2)CC1	8.5	-0.6	-3.6	-1.0	-6.4	115.0	25.6	-2.9	-10.9	0.4
Cc1ccc(NC(=O)CN(C)CC(=O)Nc2c(C)cccc2C)c(Br)c1	-0.5	0.6	2.0	1.0	3.3	98.0	24.2	2.2	-16.0	0.4
CC(O)(c1ccc(F)c(F)c1)c1nc(-c2cnc3ccccc3c2)cs1 (stereo not given)	-0.6	-14.1	/	3.1	6.4	95.0	-1.9	2.5	-10.1	0.9
O=C(Nc1ccccc1F)c1ccc2sc([C@@H]3O[C@H](CO)[C@H](O)[C@H](O)[C@H]3O)nc2c1	-11.3	1.6	/	-1.5	-10.4	101.0	10.9	-6.0	-74.9	-1.9
COc1ccc(CCN2C(=O)COc3ccccc3C2C(=O)Nc2c(C)cccc2C)cc1OC (stereo not given)	-7.2	/	/	/	-12.3	102.0	/	0.2	-1.4	/
Cc1cc(C)c2oc(=O)cc(CN3CCOCC3)c2c1	7.8	1.6	-5.6	-1.9	-5.5	98.0	0.7	-0.2	-20.6	5.5
C=CCN1C(=O)C(O)(CC(=O)c2ccc(N)cc2)c2ccccc21 (stereo not given)	-0.2	0.6	8.2	1.1	1.0	96.0	1.4	23.0*	13.1	3.0
Cc1noc(C)c1CSCc1ccc(Cl)cc1	-1.1	2.0	/	-1.5	-11.7	90.0	-1.6	-2.1	-16.2	-0.6
S=C1SC2(CCCCCC2)NC2=C1CCCCC2	-10.2	-23.0	-1.0	-2.0	-5.8	95.0	4.8	2.1	19.4	-1.0
COc1cc(/C=N\NC(=O)c2ccc(C)nc2)ccc1OC(=O)c1ccco1	5.0	9.2	11.8	0.2	12.0	85.0	8.3	-3.2	-1.4	3.2
Cc1ccc(N(CC(=O)NC2CCCC2)C(=O)CCC(=O)Nc2nc(C)cs2)cc1	-0.6	-5.7	-2.9	-1.0	-5.4	95.0	8.8	-9.3	-3.7	-3.5
CCOc1ccc(S(=O)(=O)N(C(=O)c2ccco2)c2cc3sc(=O)oc3c3ccccc23)cc1	35.1*	-8.6	-14.8	-1.2	-2.1	105.0	-19.8	1.8	-21.8	17.0
O=C(C1CCCO1)N1CCN(S(=O)(=O)c2cc(C(F)(F)F)ccc2Cl)CC1 (stereo not given)	11.8	-2.9	-1.0	3.5	1.6	108.0	4.2	1.7	-0.9	1.0
CC(=O)Nc1ccccc1-c1ccc(C)o1	-1.3	20.6	-9.2	-1.1	-7.7	?	11.1	1.8	-26.0	-1.5
Cc1ccc(S(=O)(=O)N(CC(=O)N/N=C/c2cccc(C)c2)c2cccc3cccnc23)cc1	-4.2	6.8	-9.9	-1.0	3.0	100.0	22.9	1.4	10.8	-0.7
O=C1C(Cc2ccc(O)cc2)NC(=S)N1Cc1ccccc1 (stereo not given)	0.9	2.0	3.3	-1.4	5.8	90.0	-6.8	2.5	-0.5	1.7
CCCCCC(=O)Nc1ccc(N2CCN(CC)CC2)c(Cl)c1	-1.7	9.7	-4.3	-0.1	-2.3	102.0	-4.9	-6.6	-70.0	-1.9
CCOc1ccc(Nc2oc(-c3ccc(Cl)cc3)nc2C#N)cc1	-7.2	-1.0	6.0	8.9*	-12.9	96.0	-14.3	-0.1	4.9	6.4
C=C1CCC2C(C)(C)[C@@H](O)CC[C@@]2(C)[C@@H]1COc1ccc2ccc(=O)oc2c1 (stereo not given in full)	-2.0	8.8	-9.9	1.8	-3.7	96.0	9.0	5.7	16.3	-4.2
OC[C@@H]1CN(Cc2ccc(-c3ccccc3)cc2)C[C@H](n2cnc3c(Nc4ccccc4)ncnc32)O1	-12.2	1.6	/	3.7	-13.3	93.0	17.1	6.1	32.1	-4.8
CCCCN(C(=O)c1cc2c(s1)CCCC2)c1c(N)n(CCC)c(=O)[nH]c1=O	-6.6	-6.8	-4.8	1.3	-3.9	102.0	-3.5	-2.8	-4.4	-0.4
CCOC(=O)N1CCN(c2ccc(F)cc2[N+](=O)[O-])CC1	1.3	9.1	1.8	-3.2	5.5	82.0	-6.0	6.4	-7.6	3.0
O=C(Nc1ccc2ccccc2c1)N1CCCN(CCOc2ccccc2)CC1	4.6	-0.3	4.7	0.5	-3.5	87.0	0.0	-5.2	-18.2	-2.1

Given with bars between the fields: part of the list above
SMILES | ABHD5-PLIN5 inh | Cardio protect | TLR9-MyD88 block | MC4R ag barr | NOD2 RIPK2 PPI | ABCB6 inh 2 | MC4R antag cAMP | m5-HT2A agonist | SRC2 inh | N-glyco inh
CCOc1ccc(S(=O)(=O)N(C(=O)c2ccco2)c2cc3sc(=O)oc3c3ccccc23)cc1 | 35.1* | -8.6 | -14.8 | -1.2 | -2.1 | 105.0 | -19.8 | 1.8 | -21.8 | 17.0
O=C(C1CCCO1)N1CCN(S(=O)(=O)c2cc(C(F)(F)F)ccc2Cl)CC1 (stereo not given) | 11.8 | -2.9 | -1.0 | 3.5 | 1.6 | 108.0 | 4.2 | 1.7 | -0.9 | 1.0

Next section.
SMILES	ABHD5-PLIN5 inh	Cardio protect	TLR9-MyD88 block	MC4R ag barr	NOD2 RIPK2 PPI	ABCB6 inh 2	MC4R antag cAMP	m5-HT2A agonist	SRC2 inh	N-glyco inh
Cn1c(SCC(=O)NC2CCCC2)nc2cccnc21	-2.3	-1.0	3.7	-1.7	-6.7	91.0	1.8	3.0	6.0	3.3
COCCNC(=O)C1(C)CCCN(C(=O)c2ccccc2)C1 (stereo not given)	3.1	0.8	/	-0.1	0.5	95.0	2.2	5.5	14.4	3.1
CCC1C2CN(C(C)=O)CC=C2C(C#N)=C(N)C1(C#N)C#N (stereo not given)	-4.3	16.1	16.5	-3.7	-3.6	94.0	7.2	-4.0	16.2	0.4
CCN(CC)C(=O)c1ccc2c3c(cccc13)C(=O)N(CCc1ccc(OC)c(OC)c1)C2=O	2.0	71.3*	-2.7	-1.0	8.7	93.0	25.3	8.0	/	-1.1
CCC(OC(=O)c1nsc(Cl)c1Cl)C(=O)NCc1ccco1 (stereo not given)	-5.4	1.5	1.1	-0.5	0.5	95.0	-2.0	2.2	18.7	1.6
C=Cc1ccc(Cn2c(C)c(C(=O)NCc3ccc4c(c3)OCCO4)sc2=O)cc1	-2.8	-1.3	/	-0.1	4.5	95.0	5.1	-5.9	-26.0	-3.8
O=C(Nc1nnc(S(=O)(=O)N2CCCCCC2)s1)c1cccc(Br)c1	1.0	-34.2	-1.2	0.6	-10.6	94.0	2.3	-0.7	-4.6	-1.5
C=C1CCN([C@@H](Cc2ccccc2)C(=O)O)S(=O)(=O)c2ccccc21	-3.7	-1.6	-0.1	-1.9	6.7	92.0	0.7	2.8	-11.8	4.5
O=C1CCCC(=O)N1c1ccc(N2CCOCC2)c([N+](=O)[O-])c1	0.6	-1.1	-2.8	-1.8	-6.7	93.0	8.3	-2.6	-2.9	0.7
CCC(=O)N1CCc2cc(S(=O)(=O)NCCC(=O)N3CCN(c4ccccn4)CC3)ccc21	-5.0	-2.3	-9.6	0.7	-7.2	77.0	-0.7	0.8	3.5	-1.5
COc1cc(/C=C2\SC(=S)N(CCC(=O)N3CCN(C)CC3)C2=O)cc(OC)c1OC	-4.1	15.8	-13.1	-2.3	-6.8	95.0	-7.7	-4.5	-6.4	7.0
O=S(=O)(c1ccc(Cl)cc1)c1cnc(-c2cccnc2)nc1-c1ccccc1	-1.7	-6.1	-1.5	-0.7	-8.2	96.0	1.6	3.6	5.2	1.7
Cc1ccc2c(NC(=S)NC(=O)c3ccccc3)cccc2n1	-9.8	-4.7	-2.2	-2.0	-1.2	104.0	-1.0	-8.5	6.8	1.9
COc1cccc(OC)c1C(=O)Nc1ccnn1C	3.2	1.7	4.7	-1.9	-2.8	99.0	6.1	-3.4	/	2.6
Cc1ccc(S(=O)(=O)NCc2ccccn2)cc1C	1.6	3.3	-1.1	0.6	-9.8	106.0	5.1	0.2	13.4	2.5
COc1ccc(C(=O)NN2C(=S)N(c3ccc(OC)cc3)C(=O)C2CC(N)=O)cc1 (stereo not given)	-4.1	0.5	2.4	-1.3	-2.8	96.0	-1.7	1.1	-11.3	1.1
COc1ccc(N2CCN(C(=O)COC(=O)CCOc3ccc(C(C)(C)C)cc3)CC2)cc1	0.6	-6.5	-1.2	-0.5	-11.7	96.0	11.6	9.7	2.4	2.1
Cc1c(Cl)cccc1NC(=O)NCCCN1CCCC1=O	-2.1	1.8	-9.0	-0.6	-7.3	98.0	4.9	-5.8	16.1	2.5
CCOCCCNC(=O)c1ccc2c(c1)ncn2-c1ccccc1OC	-0.1	2.8	11.0	1.8	-4.2	100.0	6.8	-4.5	-19.6	0.7
COc1ccccc1CNC(=O)/C=C/c1ccc(S(=O)(=O)N2CCOCC2)cc1	1.5	6.3	3.0	-1.6	-2.5	96.0	3.9	3.1	-7.5	-4.5
CCOc1[nH]n(-c2ccc(Cl)cc2)c(=O)c1C=NCc1cccnc1	3.4	-7.7	-3.5	-1.5	0.4	104.0	-1.1	-2.7	-10.1	0.9
Cc1ccc(-c2nn(CC(=O)NC(C)c3ccccc3)c(=O)c3ccccc23)cc1 (stereo not given)	-6.2	5.9	4.3	-1.4	-5.9	91.0	0.0	0.2	-27.1	-0.9
COc1ccc2c(c1)CCC(C)N2S(=O)(=O)c1ccc(C2CNC(=O)C2)cc1 (stereo not given)	15.1	-2.5	3.8	3.6	0.4	101.0	-4.1	-2.2	-10.1	-1.7
O=c1c2ccccc2nc(-c2ccco2)n1CCCn1ccnc1	-2.5	3.0	1.9	-0.4	5.8	94.0	11.7	-5.0	-27.6	4.0
CC(C)(C)c1ccc(-n2ncc3c2CCCC3NC(=O)c2cnccn2)cc1 (stereo not given)	19.6	-9.6	-6.2	3.0	14.2	94.0	-0.2	11.3	-57.2	-4.4
CCOc1ccc(NC(=O)C2CCN(C(=O)NC3CCCCC3)CC2)cc1	2.8	5.4	4.3	0.2	-0.3	94.0	6.8	2.5	2.5	0.1
Cc1ccc(/C=C(\C#N)C(=O)Nc2c(C)cccc2C)s1	-5.6	-3.0	-10.1	-1.3	6.8	161.0	12.4	5.6	8.8	-2.1
CCCn1cc(S(=O)(=O)c2ccc(OC)cc2)c(=O)c2cc(OCC)ccc21	4.6	2.3	-6.0	-3.7	0.1	95.0	10.4	-0.6	-2.5	0.6
OCC[C@H]1C[C@H](O)[C@@H](O)[C@@]2(OCCCc3ccccc32)O1	3.0	1.8	3.3	1.0	-16.5	102.0	2.6	2.1	6.8	1.6

Not all compounds are listed. The share of hits here may be higher or lower than overall.
